# All columns: NCI-60 one-dose screen, growth in % after 48 h at 10 µM unless noted; 100 = growth as untreated, 0 = no growth, -100 = all killed.
# RPMI-8226: RPMI-8226 leukemia cells | hit rate 7.5% among 77,000 | AID 1794781
# CCRF-CEM: CCRF-CEM leukemia; hit rate 7% among 77,000
# EKVX: EKVX NSCLC. AID 1794765. hit rate 3% among 71,000
# HOP-62: HOP-62 NSCLC | hit rate 3.9% among 80,000
# HOP-92: HOP-92 NSCLC cells. hit rate 6.3% among 71,000
# SR: SR leukemia cells | AID 1794780 | hit rate 8.7% among 73,000
# K-562: K-562 leukemia; hit rate 7.4% among 78,000; AID 1794777
# MOLT-4: MOLT-4 leukemia cells; hit rate 6.9% among 80,000
# The depositor's hits bear a star; / = no result given. The calls were made as follows: active = growth percent below 10; inactive = the rest.
smiles	HOP-92	CCRF-CEM	EKVX	HOP-62	RPMI-8226	K-562	SR	MOLT-4
CCN1C(=O)N(c2ccccc2)C2NC(=S)N(/N=C/C=C/c3ccccc3OC)C21 (stereo unspecified)	43	11	54	35	15	9.4*	17	13
O=C(CN1CCNCC1)NNc1ncnc2ccccc12	107	106	96	117	110	107	111	113
CC(C)(C)Cc1cssc1=S	/	/	/	/	99	109	94	104
Nc1ccc(Cl)nn1	/	/	98	107	107	89	94	79
CC(C)CCC(NS(=O)(=O)c1cc(I)c(N)c(I)c1)C(=O)O (stereo unspecified)	88	103	100	98	97	101	102	101
CNC(=O)c1cc(Oc2cccc3nc(Nc4ccc(Cl)c(F)c4)ccc23)ccn1	9.5*	91	71	35	100	84	62	69
C(C#CCN1CCOCC1)#CCN1CCOCC1	127	97	98	87	115	99	101	105
Cc1cccc(OCC(O)CN2CCN(c3cccc(C)c3)CC2)c1 (stereo unspecified)	83	95	106	116	109	118	/	87
CCOc1ccc([C@H]2C(C(=O)c3ccc(Cl)cc3)C3(N[C@@H]2c2ccccc2)C(=O)Nc2ccc(Br)cc23)cc1 (stereo partly specified)	16	35	34	54	24	14	-24*	2.4*
N#CSCC1CC(O)(c2ccccc2)C(c2ccccc2)C(c2ccc(F)cc2)O1 (stereo unspecified)	1.4*	12	14	60	12	13	-3.2*	-22*
C/C=N/NCCC#N	/	108	/	97	109	102	86	99
CCOC(=O)c1csc2ncc(-c3ccc(Br)cc3)n12	88	87	84	95	93	83	95	90

# Going on with the list.
smiles	HOP-92	CCRF-CEM	EKVX	HOP-62	RPMI-8226	K-562	SR	MOLT-4
O=C(Nc1ccccc1[N+](=O)[O-])c1ccc(Cl)c(Cl)c1	70	106	85	102	90	92	92	97
CCN(CC)c1ccc(/C=N/NC(=O)c2ccc(S(N)(=O)=O)cc2)cc1	72	15	24	19	34	15	14	14
CCCS(=O)(=O)Nc1ccc(OCc2nnc(-c3ccccc3)o2)c(F)c1	84	95	/	107	93	111	95	107
O=c1[nH]nc(-c2ccc(Cl)c(Cl)c2)cc1Cc1ccccc1[N+](=O)[O-]	112	104	98	96	103	/	/	/
COc1ccccc1C1CC(c2ccccc2)=NN1C(=O)c1ccc(S(C)(=O)=O)cc1 (stereo unspecified)	/	107	88	81	104	105	116	72
O=C(Cn1cc(CN2C(=O)c3ccc([N+](=O)[O-])cc3C2=O)nn1)Nc1ccccc1Br	114	95	105	109	102	98	/	105
O=C(O)CNC(c1ccccc1)(c1ccccc1)c1ccccc1	/	141	113	87	117	114	113	156
CCCC(CCC(N)=O)(CCC(N)=O)[N+](=O)[O-]	92	95	104	93	98	108	109	127
O=C(Oc1ccccc1C1N(c2ccc(Cl)cc2)C(=O)C1(c1ccccc1)c1ccccc1)C(c1ccccc1)c1ccccc1 (stereo unspecified)	/	/	90	101	/	63	81	87
O=c1nc(-c2ccccc2)c2cc(-c3ccc(C(F)(F)F)cc3)ccc2[nH]1	125	74	89	104	68	66	73	64
C=C(C)[C@@H]1C[C@@H]2Cc3cc(Cl)cc(Cl)c3N1O2	/	102	71	106	103	102	101	95
CCCN1C2CCC1/C(=C\c1ccc(C)cc1)C1=C2[C@@H](c2ccc(C)cc2)C(C#N)=C(N)O1 (stereo partly specified)	90	99	87	92	96	/	/	83

# Carrying on:
smiles	HOP-92	CCRF-CEM	EKVX	HOP-62	RPMI-8226	K-562	SR	MOLT-4
Fc1ccc(-c2csc(Nc3cccc(Nc4nc(-c5ccc(F)cc5)cs4)c3)n2)cc1	39	59	40	73	49	36	51	46
Cc1nc2scc(-c3ccccc3)n2c(=O)c1CCNc1ccc(S(=O)(=O)N=C(N)N)cc1	79	100	/	91	97	83	82	89
COC(=O)c1ccc2cn[nH]c2c1	69	89	99	98	99	100	96	106
O=[N+]([O-])c1ccc(NC(=S)NNC(=S)Nc2ccc(Br)cc2)cc1	100	89	83	95	79	49	79	75
Cc1ccc(NC(=O)/N=c2\oc3ccccc3cc2-c2cc3ccccc3[nH]2)cc1	91	93	64	90	87	91	107	87
CCCCCCCCCCCCC(C)O (stereo unspecified)	/	94	/	117	97	99	76	95
Nc1c(C(=O)Nc2ccccc2-c2cn(CCCN3CCOCC3)nn2)sc2nc3c(cc12)CCCCC3	89	84	113	120	54	76	22	88
CCOC(=O)CCCC(=O)C(CCc1cccc2ccccc12)(C(=O)OCC)C(=O)OCC	/	/	/	96	100	108	105	98
Cc1nc2ccc(Nc3nc(NCCN4CCOCC4)nc(N4CCOCC4)n3)cc2n1Cc1ccccc1	79	98	/	101	105	93	90	77
Nc1ncc(-c2ccc3ncnc(NCc4ccccc4)c3c2)cn1	8.9*	42	24	36	31	68	42	18
NC(=O)NC(N)=S	111	125	101	111	122	103	97	/
CCOC(OC(=O)c1ccccc1)C(OCC)OC(=O)c1ccccc1 (stereo unspecified)	95	98	105	106	97	89	94	97

# The closing 6 compounds of the part above come first, to join the parts.
smiles	HOP-92	CCRF-CEM	EKVX	HOP-62	RPMI-8226	K-562	SR	MOLT-4
Nc1c(C(=O)Nc2ccccc2-c2cn(CCCN3CCOCC3)nn2)sc2nc3c(cc12)CCCCC3	89	84	113	120	54	76	22	88
CCOC(=O)CCCC(=O)C(CCc1cccc2ccccc12)(C(=O)OCC)C(=O)OCC	/	/	/	96	100	108	105	98
Cc1nc2ccc(Nc3nc(NCCN4CCOCC4)nc(N4CCOCC4)n3)cc2n1Cc1ccccc1	79	98	/	101	105	93	90	77
Nc1ncc(-c2ccc3ncnc(NCc4ccccc4)c3c2)cn1	8.9*	42	24	36	31	68	42	18
NC(=O)NC(N)=S	111	125	101	111	122	103	97	/
CCOC(OC(=O)c1ccccc1)C(OCC)OC(=O)c1ccccc1 (stereo unspecified)	95	98	105	106	97	89	94	97
CS(=O)(=O)Nc1cc(-c2ccc3ncc(C#N)c(Nc4ccc(F)c(Cl)c4)c3c2)cnc1Cl	-1.5*	0.4*	-3.9*	1.4*	-39*	16	-0.8*	-23*
O=C(O)c1ccc(O)c([N+](=O)[O-])c1	94	99	94	95	109	/	96	99
CC(C)C(NC(=O)c1ccccc1)C(=O)Nc1nc(-c2cccnc2)cs1 (stereo unspecified)	100	130	101	85	89	/	111	88
Cc1ccc(/C=C/C(=O)c2ccc(O)c(CN3CCN(c4cc5c(cc4F)c(=O)c(C(=O)O)cn5C4CC4)CC3)c2)cc1	75	45	58	54	13	32	/	64
COc1ccc(-c2cc(-c3ccccc3)[nH]c(=O)c2N(C)C)cc1	85	100	113	99	102	114	88	105
COc1ccc(C(=O)/C=C/c2ccccc2)cc1S(N)(=O)=O	96	58	96	87	65	7.9*	13	57
CC(=O)NC(CO)C(O)c1ccc([N+](=O)[O-])cc1 (stereo unspecified)	105	103	109	98	100	103	109	108
O=C1CC(O)(C(F)(F)C(F)(F)F)Oc2ccccc21 (stereo unspecified)	46	82	/	73	59	46	38	33
CCCN1C(=O)/C(=C(\C#N)C(=O)Nc2ccc(S(N)(=O)=O)cc2)c2cc(Cl)ccc21	24	85	96	73	18	55	33	72
Clc1ccc(-c2nc3ccccc3[nH]2)c(Cl)c1	/	/	/	91	99	105	85	94
CN(C)C(=O)c1cccc(NC(=O)NCc2cccc(N3C(N)=NC(N)=NC3(C)C)c2)c1	80	109	89	114	97	74	91	85
CSc1nc2c([nH]1)c(=S)n(C)c(=O)n2C	112	86	98	101	119	108	95	90

# Next structures
smiles	HOP-92	CCRF-CEM	EKVX	HOP-62	RPMI-8226	K-562	SR	MOLT-4
COc1cccc(CNc2cccc3cn[nH]c23)c1O	72	101	80	95	100	126	103	98
COc1ccc2c(c1)sc1nc3nc4sc5cc(Cl)c(Cl)cc5n4c(=N)c3c(=N)n12	95	/	78	111	111	63	118	61
COc1ccc(/C=C2\C=C(c3ccc(F)cc3)N(Cc3ccccc3Cl)C2=O)cc1	50	59	/	112	48	50	/	28
COc1ncnc2[nH]cc(CN3CCN(c4ccc(F)cc4)CC3)c12	/	97	98	107	103	108	105	105
Cc1cc(C(C)(C)C)ccc1S	86	96	123	96	104	100	93	81
CN1C(=O)N(C)C2Nn3c(s/c(=C\c4cccnc4)c3=O)=NC21 (stereo unspecified)	93	99	92	94	99	105	98	104
O=C(O)c1cn(C2CC2)c2cc(N3CCN(Cc4nc5c(cnn5-c5ccc(Br)cc5)c(=O)[nH]4)CC3)c(F)cc2c1=O	100	85	96	97	96	86	99	99
CCOc1nc(-c2ccccc2)cc2c(O)c(C(=O)N/N=C/c3ccc(N(C)C)cc3)[nH]c(=O)c12	100	98	97	65	102	105	101	95
Cc1c(CN)cc(-c2ccc(Cl)cc2)n1-c1ccccc1	90	82	83	92	67	66	78	82
COC(=O)[C@]12CC[C@@H](C)[C@H](C)[C@@H]1C1=CC[C@@H]3[C@@]4(C)C[C@@H](O)OC[C@](C)(C=O)C4C(=O)C[C@@]3(C)[C@]1(C)CC2 (stereo partly specified)	-29*	-7.5*	21	13	-19*	3.9*	-14*	-9.9*
COc1ccc(-n2nnnc2-c2cn[nH]c2C(F)(F)F)cc1	92	98	90	/	92	87	73	79
CCC(=O)[N+](=O)c1ccc(C(=O)/C=C/c2ccc(N(C)C)cc2)cc1	84	85	/	/	78	51	56	76

# Full records, quoted from the list. Order of values: HOP-92	CCRF-CEM	EKVX	HOP-62	RPMI-8226	K-562	SR	MOLT-4
# `COc1ccc2c(c1)sc1nc3nc4sc5cc(Cl)c(Cl)cc5n4c(=N)c3c(=N)n12` across the screens: 95	/	78	111	111	63	118	61
# `CCC(=O)[N+](=O)c1ccc(C(=O)/C=C/c2ccc(N(C)C)cc2)cc1` across the screens: 84	85	/	/	78	51	56	76
# `CCOc1nc(-c2ccccc2)cc2c(O)c(C(=O)N/N=C/c3ccc(N(C)C)cc3)[nH]c(=O)c12` across the screens: 100	98	97	65	102	105	101	95
# `Cc1c(CN)cc(-c2ccc(Cl)cc2)n1-c1ccccc1` across the screens: 90	82	83	92	67	66	78	82
# `COC(=O)[C@]12CC[C@@H](C)[C@H](C)[C@@H]1C1=CC[C@@H]3[C@@]4(C)C[C@@H](O)OC[C@](C)(C=O)C4C(=O)C[C@@]3(C)[C@]1(C)CC2` (stereo partly specified) across the screens: -29*	-7.5*	21	13	-19*	3.9*	-14*	-9.9*

# Later entries
smiles	HOP-92	CCRF-CEM	EKVX	HOP-62	RPMI-8226	K-562	SR	MOLT-4
O=C(/C=C\c1ccc(O)c(O)c1)c1ccccc1O	56	15	73	99	5.1*	73	-13*	49
CCCOc1ccc(C#N)cc1	101	104	/	101	104	106	107	99
CN(C)C(=O)c1ccc(Cl)c(Cl)c1	90	100	97	109	100	94	96	93
CCC(C#N)C1=CCCCC1 (stereo unspecified)	/	/	102	102	/	96	78	100
CCOC(=O)C(CC)(CC)C(=O)Cl	/	93	/	110	99	101	98	104
O=C(CSc1nc2ccc([N+](=O)[O-])cc2[nH]1)Nc1ccc([N+](=O)[O-])cc1	-27*	17	20	36	-17*	14	11	5.7*
O=C(c1ccccc1)c1cc(C(=O)NCc2cccc(Cl)c2)n(Cc2ccccc2)c1-c1ccccc1	54	91	87	85	73	87	84	93
CC1C(=O)NN=C(c2ccc(N)cc2)c2cc3c(cc21)OCO3 (stereo unspecified)	/	107	114	103	106	/	95	91
CCCCN(CCCC)C(=O)CC(C)=O	/	/	114	96	/	106	98	102
Oc1cc(C(Nc2ncccn2)c2cc3c(cc2O)OCO3)ccc1F (stereo unspecified)	98	101	90	97	105	99	104	96
CCC(C)C1CCC(O)CC1 (stereo unspecified)	102	125	113	110	107	99	94	104
N#CSc1cc(S(N)(=O)=O)ccc1N	135	/	115	104	109	113	116	84
C=C1CC[C@@H]2[C@](C)(C=O)[C@@H](O)CC[C@@]2(C)[C@@H]1COc1ccc2ccc(=O)oc2c1	100	87	98	108	83	78	96	91
O=C(O)c1ccc(-c2cnc3nonc3n2)cc1	/	105	96	92	/	112	106	111
COc1cccc(-c2nn(-c3ccccc3)cc2-c2ccnc(N3CCN(C(=O)Nc4cc(C(F)(F)F)cc(C(F)(F)F)c4)CC3)c2)c1	69	56	43	86	22	37	67	17

# A draw from above in order of count of non-hydrogen atoms, lowest first.
smiles	HOP-92	CCRF-CEM	EKVX	HOP-62	RPMI-8226	K-562	SR	MOLT-4
N#CSc1cc(S(N)(=O)=O)ccc1N	135	/	115	104	109	113	116	84
O=C(/C=C\c1ccc(O)c(O)c1)c1ccccc1O	56	15	73	99	5.1*	73	-13*	49
Oc1cc(C(Nc2ncccn2)c2cc3c(cc2O)OCO3)ccc1F (stereo unspecified)	98	101	90	97	105	99	104	96

# Bioassay records as filed in PubChem BioAssay.
